CAL PDZ FP-1 = inhibitors of human CAL PDZ peptide binding. Q9HD26. purified CAL PDZ, TMR-peptide fluorescence polarization, 1 h. inhibition, % at 24.9 µM. actives 0.92% (n = 300,000). AID 602252;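 active means mean inhibition of at least 30% with at least half of replicates also reaching 30%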;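 further: 0% = DMSO neutral control and 100% = excess unlabeled competitor peptide PRC23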
CAL PDZ FP-2 = human CAL PDZ-peptide interaction inhibition | actives 0.02% (n = 330,000) | inhibition, % at 20 µM | Q9HD26 | purified CAL PDZ, TMR-peptide fluorescence polarization, 1 h | AID 504414;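 active means highest replicate inhibition of at least 40%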;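 further: plate controls were DMSO neutral control wells for no effect and unlabeled competitor peptide control wells for full effect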
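material = purified tagged CAL PDZ domain construct (CerCALP) | compound dosing = 20 µM, one dose | times = 1 h at RT | measured by = fluorescence polarization from S- and P-plane intensities, G-factor corrected | read-out = inhibition from polarization loss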
NSD2 inh = inhibitors of human histone methyltransferase NSD2; actives 0.54% (n = 310,000); inhibition, % at 12.5 µM; O96028; NSD2 peptide methylation, AlphaScreen, 120 min; AID 743445; in the data active means inhibition above about 50%
PvdQ acylase = P. aeruginosa PvdQ acylase inhibition; AID 488965; actives 0.063% (n = 340,000); purified PvdQ acylase, fluorescence plate reader; inhibition, % at 10 µM; in the data active means inhibition above about 30%, passing the limit was not always enough;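 further: 0% = vehicle neutral wells and 100% = reference inhibitor wells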
MITF act = increases MITF-driven TRPM1 promoter luciferase signal; activation, % at 12.5 µM; actives 0.75% (n = 300,000); SK-MEL-5 TRPM1-promoter luciferase, 24 h; % of positive control, neutral wells = 0;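 active means mean activation of at least 80% with every replicate also reaching 80%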;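 further: 0% = neutral control wells and 100% = parthenolide positive control wells; values of inactives mirror those of a sister screen read the other way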
SR-BI DiI-HDL act = SR-BI HDL lipid transfer activation; CHO ldlA[mSR-BI] cells, DiI-HDL uptake fluorescence, 3 h; 100 = double the neutral-control signal; activation, % at 12.5 µM; actives 0.096% (n = 320,000); AID 504775;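 active means mean replicate activation of at least 60% and every replicate at or above 60%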;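 further: 0% = median plate neutral-control signal and 100% = twice that signal; values of inactives mirror those of a sister screen read the other way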
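Test system: SR-BI-overexpressing, LDLR-lacking CHO cells. Measured by: DiI fluorescence, bottom read. Medium: Ham's F12 with 0.5% BSA, HEPES 25 mM, pH 7.4. Timing: 3 h uptake period with compound, 37 °C.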
Rtt109 Vps75 = blocks Candida albicans Rtt109/Vps75 acetyltransferase activity; AID 540336; inhibition, % at 34.9 µM; purified Rtt109/Vps75, ThioGlo CoA-SH fluorescence, 4 h; Q5AAJ8; actives 0.16% (n = 330,000);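 active means inhibition of at least 50% in every replicate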
dFosB activator = mouse delta FosB homodimer activation; P13346; purified delta FosB, TAMRA-CDK5 oligo fluorescence polarization; percent of positive-control signal above neutral wells; activation, % at 25 µM; actives 0.99% (n = 340,000);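 active means mean activation above about 17%, with every replicate also reaching it, limit read from the data, passing the limit was not always enough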;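 further: fluorescence polarization rise as delta FosB binds a TAMRA Cdk5 AP-1 oligo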
Target sequence (P13346 whole entry, looked up): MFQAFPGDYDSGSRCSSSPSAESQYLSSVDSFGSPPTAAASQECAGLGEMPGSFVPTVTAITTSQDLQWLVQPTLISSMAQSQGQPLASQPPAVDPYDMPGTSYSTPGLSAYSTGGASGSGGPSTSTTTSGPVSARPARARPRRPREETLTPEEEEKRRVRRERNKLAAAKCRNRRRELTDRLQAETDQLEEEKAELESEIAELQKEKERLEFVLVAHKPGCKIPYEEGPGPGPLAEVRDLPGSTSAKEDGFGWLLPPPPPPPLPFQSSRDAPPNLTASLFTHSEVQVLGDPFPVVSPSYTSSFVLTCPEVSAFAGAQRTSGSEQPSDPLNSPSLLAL
SR-BI HDL uptake = mouse SR-BI HDL lipid transfer inhibition | ldlA[mSR-BI] CHO cells, DiI-HDL uptake fluorescence, 3 h | inhibition, % at 12.5 µM | actives 0.96% (n = 320,000) | AID 488896;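 active means mean replicate inhibition of at least 70% and a set share of replicates each scoring 70 or more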;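 further: 0% = median of neutral control wells and 100% = median of positive control wells; values of inactives mirror those of a sister screen read the other way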
Target sequence (Q61009 whole entry, looked up): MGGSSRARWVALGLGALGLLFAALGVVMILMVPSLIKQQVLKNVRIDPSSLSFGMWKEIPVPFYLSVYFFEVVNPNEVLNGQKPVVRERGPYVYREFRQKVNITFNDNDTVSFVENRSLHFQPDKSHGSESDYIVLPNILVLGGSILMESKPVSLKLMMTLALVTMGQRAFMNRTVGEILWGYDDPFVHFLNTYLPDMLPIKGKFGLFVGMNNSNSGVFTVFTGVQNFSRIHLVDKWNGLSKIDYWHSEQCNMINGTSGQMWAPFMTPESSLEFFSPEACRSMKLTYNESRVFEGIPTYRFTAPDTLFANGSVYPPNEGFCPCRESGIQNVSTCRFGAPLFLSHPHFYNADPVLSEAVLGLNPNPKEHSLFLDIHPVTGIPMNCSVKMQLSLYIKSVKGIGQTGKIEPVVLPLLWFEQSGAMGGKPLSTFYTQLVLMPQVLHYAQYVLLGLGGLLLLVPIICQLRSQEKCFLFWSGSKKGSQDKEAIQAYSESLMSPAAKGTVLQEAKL
PfHsp90 yeast 2 = growth inhibition of yeast expressing Plasmodium Hsp90; S. cerevisiae expressing PfHsp90, BacTiter-Glo ATP, 48 h; yeast lacking PDR1 and PDR3 efflux regulators; inhibition, % at 9.4 µM; actives 0.32% (n = 310,000); AID 504621;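 active means every replicate shows inhibition above about 80%, whatever the replicate mean, limit read from the data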;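 further: 0% = DMSO neutral controls and 100% = 20 µM radicicol positive controls; yeast relying on Plasmodium falciparum Hsp90 in place of its own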
Active calls of the source: *. Compounds as they come; about 4.3% have a hit in one of these screens.

How did COc1ccc(/C=N/NC(=O)c2ccoc2C)cc1COc1c(C)cccc1C do in these assays?
CAL PDZ FP-2: -1.7; NSD2 inh: -4; PvdQ acylase: -15; SR-BI DiI-HDL act: -58; Rtt109 Vps75: 2; dFosB activator: -4; SR-BI HDL uptake: 58; PfHsp90 yeast 2: 0

Results for COc1ccc(F)cc1S(=O)(=O)NCC1CCCO1 (stereo unspecified) ?
CAL PDZ FP-1: -2; CAL PDZ FP-2: 2.2; NSD2 inh: -1; PvdQ acylase: -19; SR-BI DiI-HDL act: 1; Rtt109 Vps75: 2; dFosB activator: 4; SR-BI HDL uptake: -1; PfHsp90 yeast 2: 7

Results for CN(C)c1ccc(/C=C/C(=O)c2cc(Cl)ccc2O)cc1 ?
CAL PDZ FP-1: -5; CAL PDZ FP-2: -2.8; PvdQ acylase: -3; MITF act: 10; SR-BI DiI-HDL act: -8; dFosB activator: -27; SR-BI HDL uptake: 8; PfHsp90 yeast 2: 14

How did COc1cc(C=O)ccc1OCC(=O)N1CCCC1 do in these assays?
CAL PDZ FP-1: -2; CAL PDZ FP-2: -3.4; NSD2 inh: 2; PvdQ acylase: 3; MITF act: 0; SR-BI DiI-HDL act: 10; Rtt109 Vps75: -5; dFosB activator: -13; SR-BI HDL uptake: -10; PfHsp90 yeast 2: 13

How did CCOC(=O)CSC1=C(C#N)C(c2ccccc2OCC)C(C#N)C(=O)N1 (stereo unspecified) do in these assays?
CAL PDZ FP-1: -3; CAL PDZ FP-2: -1.8; NSD2 inh: 2; PvdQ acylase: 0; MITF act: -9; SR-BI DiI-HDL act: -4; Rtt109 Vps75: 8; dFosB activator: 1; SR-BI HDL uptake: 4; PfHsp90 yeast 2: 12

What do the screens show for `COc1ccc(OCCn2cc(/C=N/NC(=O)c3ccncc3)c3ccccc32)cc1`?
CAL PDZ FP-1: 1; CAL PDZ FP-2: -3.3; NSD2 inh: 3; PvdQ acylase: 7; MITF act: 3; SR-BI DiI-HDL act: -11; Rtt109 Vps75: 4; dFosB activator: -7; SR-BI HDL uptake: 11; PfHsp90 yeast 2: -24

How did O=C1CCCC2=C1C(c1ccco1)Nc1ccc(C(=O)c3ccccc3)cc1N2 (stereo unspecified) do in these assays?
CAL PDZ FP-1: -3; CAL PDZ FP-2: 0.4; NSD2 inh: 6; PvdQ acylase: -7; MITF act: -8; SR-BI DiI-HDL act: -8; Rtt109 Vps75: 3; dFosB activator: -12; SR-BI HDL uptake: 8; PfHsp90 yeast 2: -7

How did COc1ccc(CN2CCNC(=O)C2CC(=O)NC2CC(C)(C)CC(C)(C)C2)cc1OC (stereo unspecified) do in these assays?
CAL PDZ FP-1: 1; CAL PDZ FP-2: -1.4; NSD2 inh: 4; PvdQ acylase: -9; MITF act: 9; SR-BI DiI-HDL act: 21; Rtt109 Vps75: 7; dFosB activator: 6; SR-BI HDL uptake: -21; PfHsp90 yeast 2: 7

What do the screens show for `Cc1ccc(S(=O)(=O)/N=C2/NC(=O)/C(=C/c3cc([N+](=O)[O-])ccc3O)S2)cc1`?
CAL PDZ FP-1: 10; CAL PDZ FP-2: -0.1; NSD2 inh: 11; PvdQ acylase: 4; MITF act: 2; SR-BI DiI-HDL act: 4; Rtt109 Vps75: 18; dFosB activator: -8; SR-BI HDL uptake: -4; PfHsp90 yeast 2: -14

What do the screens show for `Cc1cc(N2CCC(C(=O)NC3CC3)CC2)nc(-c2ccccc2)n1`?
CAL PDZ FP-1: -3; CAL PDZ FP-2: -2.7; NSD2 inh: -3; PvdQ acylase: -4; SR-BI DiI-HDL act: 2; Rtt109 Vps75: -3; dFosB activator: -9; SR-BI HDL uptake: -2; PfHsp90 yeast 2: 12

How did COc1ccc(C2=NOC(CNC(=S)N3CCOCC3)C2)cc1 (stereo unspecified) do in these assays?
CAL PDZ FP-1: -1; CAL PDZ FP-2: -0.1; NSD2 inh: -2; PvdQ acylase: -13; MITF act: 39; SR-BI DiI-HDL act: 0; Rtt109 Vps75: -3; dFosB activator: 1; SR-BI HDL uptake: 0; PfHsp90 yeast 2: -3

What do the screens show for `CCOC(=O)N1CCN(Cc2oc(CO)cc(=O)c2O)CC1`?
CAL PDZ FP-1: 4; CAL PDZ FP-2: 1.1; NSD2 inh: 2; PvdQ acylase: 7; MITF act: -6; SR-BI DiI-HDL act: 12; Rtt109 Vps75: 4; dFosB activator: 4; SR-BI HDL uptake: -12; PfHsp90 yeast 2: -3

Reprinted from the part before: 2 entries, then new ones.
How did COc1ccc(C2=NOC(CNC(=S)N3CCOCC3)C2)cc1 (stereo unspecified) do in these assays?
CAL PDZ FP-1: -1; CAL PDZ FP-2: -0.1; NSD2 inh: -2; PvdQ acylase: -13; MITF act: 39; SR-BI DiI-HDL act: 0; Rtt109 Vps75: -3; dFosB activator: 1; SR-BI HDL uptake: 0; PfHsp90 yeast 2: -3

What do the screens show for `CCOC(=O)N1CCN(Cc2oc(CO)cc(=O)c2O)CC1`?
CAL PDZ FP-1: 4; CAL PDZ FP-2: 1.1; NSD2 inh: 2; PvdQ acylase: 7; MITF act: -6; SR-BI DiI-HDL act: 12; Rtt109 Vps75: 4; dFosB activator: 4; SR-BI HDL uptake: -12; PfHsp90 yeast 2: -3

Results for N#Cc1nc(-c2ccc(OCc3ccc(Cl)cc3)cc2)oc1NCCCn1ccnc1 ?
CAL PDZ FP-1: 1; CAL PDZ FP-2: -2.6; NSD2 inh: -1; PvdQ acylase: -11; MITF act: 14; SR-BI DiI-HDL act: 14; Rtt109 Vps75: -4; dFosB activator: -4; SR-BI HDL uptake: -14; PfHsp90 yeast 2: 21

Results for COc1cccc(-c2nc(CS(=O)(=O)CC(=O)NCCCN3CCOCC3)c(C)o2)c1 ?
CAL PDZ FP-1: -5; CAL PDZ FP-2: -0.2; NSD2 inh: 2; PvdQ acylase: -13; MITF act: 11; SR-BI DiI-HDL act: 9; Rtt109 Vps75: 12; dFosB activator: -6; SR-BI HDL uptake: -9; PfHsp90 yeast 2: -8

Results for CN1C[C@@H]2C(c3ccccc3)C3(c4cccnc4)CC2(C3)[C@H]1c1ccccc1 (stereo partly specified) ?
CAL PDZ FP-1: 2; CAL PDZ FP-2: 0.1; PvdQ acylase: 6; MITF act: 2; SR-BI DiI-HDL act: 26; Rtt109 Vps75: -6; dFosB activator: 3; SR-BI HDL uptake: -26; PfHsp90 yeast 2: -13

Results for C/C(=N\NC(=O)c1cccc(C)c1O)c1ccc(NC(=O)Cc2ccccc2)cc1 ?
CAL PDZ FP-1: -1; CAL PDZ FP-2: -2.9; NSD2 inh: -1; PvdQ acylase: -26; MITF act: 92*; SR-BI DiI-HDL act: 1; Rtt109 Vps75: -5; dFosB activator: -7; SR-BI HDL uptake: -1; PfHsp90 yeast 2: 13

How did Cc1ccc(OCC(=O)NNC(=S)NC(=O)C(C)(C)C)c(Br)c1 do in these assays?
CAL PDZ FP-1: -2; CAL PDZ FP-2: -2.3; NSD2 inh: 6; PvdQ acylase: 2; MITF act: -9; SR-BI DiI-HDL act: -12; Rtt109 Vps75: 12; dFosB activator: -3; SR-BI HDL uptake: 12; PfHsp90 yeast 2: 105*

What do the screens show for `CCN=C1Cn2c(nc3scc(-c4ccccc4)c3c2=O)CN1CC`?
CAL PDZ FP-1: -3; CAL PDZ FP-2: -1.8; NSD2 inh: 1; PvdQ acylase: -17; SR-BI DiI-HDL act: 5; Rtt109 Vps75: 4; dFosB activator: -14; SR-BI HDL uptake: -5

What do the screens show for `COc1ccc(CCn2c3c(c(=O)[nH]c2=O)C(NC(=O)c2cccs2)(C(F)(F)F)C(=O)N3)cc1OC` (stereo unspecified)?
CAL PDZ FP-1: -4; CAL PDZ FP-2: -0.1; NSD2 inh: 6; PvdQ acylase: -10; SR-BI DiI-HDL act: 29; Rtt109 Vps75: -1; dFosB activator: 6; SR-BI HDL uptake: -29; PfHsp90 yeast 2: -6

What do the screens show for `COCC1CCN(Cc2cn[nH]c2-c2ccc(OC)cc2F)C1` (stereo unspecified)?
CAL PDZ FP-1: -1; CAL PDZ FP-2: 0.1; NSD2 inh: 0; PvdQ acylase: 1; MITF act: -1; SR-BI DiI-HDL act: 1; Rtt109 Vps75: 0; dFosB activator: -2; SR-BI HDL uptake: -1; PfHsp90 yeast 2: -29

How did CC(=O)N1CCN(C(=O)c2ccc(OC3CCN(CCc4ccccc4)CC3)cc2)CC1 do in these assays?
CAL PDZ FP-1: -3; CAL PDZ FP-2: -2.1; NSD2 inh: 1; PvdQ acylase: -18; MITF act: -6; SR-BI DiI-HDL act: 22; Rtt109 Vps75: -4; dFosB activator: 4; SR-BI HDL uptake: -22; PfHsp90 yeast 2: -20

What do the screens show for `CCC(=O)N(Cc1cc(=O)[nH]c2ccccc12)c1ccc(C)cc1`?
CAL PDZ FP-1: 5; CAL PDZ FP-2: -1.7; PvdQ acylase: -4; MITF act: -12; SR-BI DiI-HDL act: 7; Rtt109 Vps75: 8; dFosB activator: 1; SR-BI HDL uptake: -7; PfHsp90 yeast 2: 41

What do the screens show for `Cc1ccc(N(C)S(=O)(=O)c2cccc(C(=O)NC3=NCCS3)c2)cc1`?
CAL PDZ FP-1: -3; CAL PDZ FP-2: -0.8; PvdQ acylase: 7; MITF act: 0; SR-BI DiI-HDL act: 2; Rtt109 Vps75: 6; dFosB activator: -10; SR-BI HDL uptake: -2; PfHsp90 yeast 2: 12

What do the screens show for `O=C1NC(=O)C2C1C(c1ccccc1)N1C3C(=O)NC(=O)C3C(c3ccccc3)N21` (stereo unspecified)?
CAL PDZ FP-1: 0; CAL PDZ FP-2: -2.2; NSD2 inh: 39; PvdQ acylase: -8; MITF act: 18; SR-BI DiI-HDL act: -27; Rtt109 Vps75: -5; dFosB activator: -2; SR-BI HDL uptake: 27; PfHsp90 yeast 2: 3

Results for Cc1cc(Cl)c2oc(C(=O)N3CCC(O)(c4ccccc4)CC3)c(C)c2c1 ?
CAL PDZ FP-1: 3; CAL PDZ FP-2: -1.1; NSD2 inh: -3; PvdQ acylase: -16; MITF act: 7; SR-BI DiI-HDL act: 4; Rtt109 Vps75: 2; dFosB activator: -26; SR-BI HDL uptake: -4; PfHsp90 yeast 2: -17

Results for Fc1cc(F)cc(-c2oncc2-c2nnnn2-c2ccccc2)c1 ?
CAL PDZ FP-1: -2; CAL PDZ FP-2: -1.7; NSD2 inh: -7; PvdQ acylase: -3; SR-BI DiI-HDL act: -7; Rtt109 Vps75: -23; dFosB activator: -3; SR-BI HDL uptake: 7; PfHsp90 yeast 2: 40

What do the screens show for `CCCn1nnnc1SCC(=O)c1ccc(NC(C)=O)cc1`?
CAL PDZ FP-1: 1; CAL PDZ FP-2: -1.7; NSD2 inh: 7; PvdQ acylase: -14; SR-BI DiI-HDL act: 5; Rtt109 Vps75: -5; dFosB activator: 8; SR-BI HDL uptake: -5; PfHsp90 yeast 2: -4

How did CCOCCCNC(=O)c1ccc2c(c1)N(Cc1ccccc1)C(=O)CS2=O (stereo unspecified) do in these assays?
CAL PDZ FP-1: 1; CAL PDZ FP-2: 0.3; PvdQ acylase: -2; MITF act: -6; SR-BI DiI-HDL act: 7; Rtt109 Vps75: -4; dFosB activator: -2; SR-BI HDL uptake: -7; PfHsp90 yeast 2: -15

Screens from PubChem.
